# High-throughput results as filed in PubChem.
# Tb PYK inh: inhibitors of Trypanosoma brucei pyruvate kinase; Q57TT1; TbPYK enzyme, Kinase-Glo Plus ATP luminescence, 45 min; Potency, µM (titrated, usually from 76.8 µM), for inactives: at the highest dose activity, negative = inhibition, actives largely listed as inhibitors; 410,000 compounds, 0.12% hits; AID 624173; note: potency is the fitted concentration of half-maximal effect; % is set by controls: 0 for no effect and ±100 for the full control effect; nearly all actives have a fitted effect of over 50% in size
#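 T. brucei PYK with substrate was exposed to pin-transferred compounds across a concentration series, then started with 130 uM ADP (final). After 45 min at room temperature, Kinase-Glo Plus luminescence was read, normalized and curve-fitted.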
# AmpC no deterg: blocks E. coli AmpC beta-lactamase in detergent-free assay; AID 485341; Potency, µM (highest dose often 57.1 µM), for the others: at the top dose activity change, negative = inhibition, usual class: inhibitors; P00811; AmpC nitrocefin hydrolysis, absorbance 480 nm, 0.0001% Triton; 330,000 compounds, 0.52% hits;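 note: potency is the fitted concentration of half-maximal effect; plate controls were no compound for no effect and no enzyme for full effect; nearly all actives have a fitted effect of over 20% in size; some results filed as inactive show a strong effect at the top dose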
# Target sequence (P00811 whole entry, looked up): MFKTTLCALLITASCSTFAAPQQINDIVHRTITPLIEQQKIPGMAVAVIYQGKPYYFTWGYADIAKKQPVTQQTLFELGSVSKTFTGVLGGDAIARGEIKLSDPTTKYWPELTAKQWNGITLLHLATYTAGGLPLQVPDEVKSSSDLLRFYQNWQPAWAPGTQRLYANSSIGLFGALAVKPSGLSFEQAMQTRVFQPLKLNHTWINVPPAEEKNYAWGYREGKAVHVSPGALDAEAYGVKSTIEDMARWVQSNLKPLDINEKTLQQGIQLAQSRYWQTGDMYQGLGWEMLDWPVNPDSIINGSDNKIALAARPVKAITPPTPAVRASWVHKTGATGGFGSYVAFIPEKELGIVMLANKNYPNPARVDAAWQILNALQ
#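 AmpC (5.3 nM in the dispensed reagent) in 20 mM phosphate pH 7.0 with 0.01% (detergent screen) or 0.0001% Triton X-100 was preincubated with compounds for 15 min at room temperature. Nitrocefin was then added from an 800 uM solution, and hydrolysis was followed at 480 nm.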
# Shiga inhibitor: Shiga toxin inhibition; Vero cells, Shiga toxin protein synthesis inhibition reporter; inhibition, % at 38.7 µM; 290,000 compounds, 9.2% hits; AID 2315; in the data active = inhibition mostly above about 28%, no sharp cut-off; inactive = mostly below about 43%; note: 0% is about no effect
# Cycloheximide cs: affects cycloheximide protein synthesis inhibition readout, counter-screen. cell reporter, cycloheximide protein synthesis inhibition counterscreen. max response, %. 300,000 compounds, 12% hits; in the data active = max response mostly above about 13%, no sharp cut-off; inactive = mostly below about 14%; note: read at 38.3 µM for the half of the compounds with a filed dose; 0% is about no effect
# Pf growth 96h: P. falciparum growth inhibition at 96 hour, primary screen for plastid delayed-death inhibitors; P. falciparum luciferase reporter growth, 96 h; Potency, µM (doses to about 28.7 µM), for inactives: at the highest dose activity change, negative = inhibition, hits mostly inhibitors; 320,000 compounds, 6.9% hits; AID 504834; note: potency is the fitted concentration of half-maximal effect; % is set by controls: 0 for no effect and ±100 for the full control effect
#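 Erythrocytes infected with luciferase-expressing P. falciparum were dispensed at 2% hematocrit and 0.05% parasitemia (final), then incubated with compounds 96 hours at 37 C in 5% CO2. Luminescence after detection reagent addition reported growth.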
# LmPK inhibitor: inhibitors of Leishmania mexicana pyruvate kinase. 290,000 compounds, 0.37% hits. AID 1721. Potency, µM (highest dose often 57.5 µM), for the others: top-dose activity change, negative = inhibition, actives largely listed as inhibitors. purified LmPK, Kinase-Glo ATP luminescence, 1 h. Q27686; note: potency is the fitted concentration of half-maximal effect; % is set by controls: 0 for no effect and ±100 for the full control effect
# Target sequence (Q27686 whole entry, looked up): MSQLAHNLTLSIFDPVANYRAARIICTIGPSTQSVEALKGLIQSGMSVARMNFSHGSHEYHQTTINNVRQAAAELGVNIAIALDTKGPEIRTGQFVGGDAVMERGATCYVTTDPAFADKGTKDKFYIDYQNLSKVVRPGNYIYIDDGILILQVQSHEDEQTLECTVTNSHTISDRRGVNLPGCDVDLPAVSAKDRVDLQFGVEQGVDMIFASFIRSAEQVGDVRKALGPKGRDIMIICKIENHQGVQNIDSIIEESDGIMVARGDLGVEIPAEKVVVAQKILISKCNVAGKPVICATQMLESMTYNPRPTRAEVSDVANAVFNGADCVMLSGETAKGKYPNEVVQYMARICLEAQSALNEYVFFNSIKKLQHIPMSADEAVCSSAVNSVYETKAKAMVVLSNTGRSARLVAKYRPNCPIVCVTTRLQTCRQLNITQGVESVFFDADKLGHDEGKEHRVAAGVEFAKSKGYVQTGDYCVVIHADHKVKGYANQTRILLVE
#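 Pyruvate kinase activity monitored as ATP production (luciferase luminescence). Conditions: 0.1 nM enzyme, 0.5 mM PEP, 0.1 mM ADP, 1 h, RT; normalized against uninhibited and no-enzyme wells.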
# Pf growth 48h: inhibits P. falciparum growth in the first generation, 48 h; P. falciparum luciferase growth in erythrocytes, 48 h; Potency, µM (highest dose often 28.7 µM), for the others: at the top dose activity change, negative = inhibition, hits mostly inhibitors; 310,000 compounds, 5.9% hits; note: potency is the fitted concentration of half-maximal effect; % is set by controls: 0 for no effect and ±100 for the full control effect
#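 Cell-based growth assay: transgenic P. falciparum expressing firefly luciferase, cultured in red cells within RPMI 1640 containing 0.5% w/v Albumax, 24 mM bicarbonate and gentamycin. A drop in luciferase activity indicates inhibition.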
# The depositor's hits bear a star; u = inconclusive; x = no result given; & = joins results of further samples; [ ] = dose if it differs, or a comment. Unless noted, calls come from the whole dose curve; as a rule, active = well fitted curve in the direction sought with a large enough effect; inconclusive = small, poorly fitted or top-dose-only effect, or another doubt; inactive = no such curve, though single readings can be large; an effect the other way counts as inactive or inconclusive.
cpd	molecule	Tb PYK inh	AmpC no deterg	Shiga inhibitor	Cycloheximide cs
1	CCOc1ccc(NC(=O)CSc2nnc(N)s2)c([N+](=O)[O-])c1	-3%	-25%	18	21
2	COc1ccc(CCN2C(=O)C3C4CC(C5C(C(=O)NN)=NOC45)C3C2=O)cc1OC (centres undefined)	-1%	33%	-26	-3
3	O[C@@](CCN1CCCC1)(c1ccccc1)C1CCCCC1	8%[33.2 µM]	x	x	x
4	Cc1oc(C(=O)Nc2ccc(C(=O)O)cc2)cc1COc1ccccc1	-11%	-27%	24	6
5	CC(C)N1C(=O)N(c2cccc(Cl)c2)C(C)(O)CC1(C)C (centres undefined)	3%	3%	-7	-4
6	Cc1ncc([N+](=O)[O-])n1Cc1ccc(Cl)cc1	3%	0%	-23	-6
7	CN1CCN(C(=O)CCN2C(=O)/C(=C/c3ccccc3Cl)SC2=S)CC1	-8%	105%[activator]	14	-1
8	N#Cc1ccc(Oc2ccc(S(=O)(=O)N3CCCCC3)cn2)cc1	-4%	-6%	x	x
9	CCC(=O)N/N=C(\C)CC(=O)Nc1ccc(F)cc1	7%	-14%	18	2
10	Cn1cccc1-c1cc(C(=O)N/N=C/c2ccc([N+](=O)[O-])cc2)[nH]n1	-9%	-29%	5	-7

cpd	Pf growth 96h	LmPK inhibitor	Pf growth 48h
1	-28%	1%	6%
2	23%	2%	x
3	8%[12.8 µM]	x	-15%[12.8 µM]
4	-9%	-1%	x
5	-2%	-1%	-4%[0.00184 µM]
6	7%	-4%	3%
7	0%	-1%	-24%
8	11%	x	-12%
9	-6%	-1%	1%
10	2%	-1%	21%

# Remaining list, next part.
cpd	molecule	Tb PYK inh	AmpC no deterg	Shiga inhibitor	Cycloheximide cs
11	Cc1ccc([N+](=O)[O-])cc1S(=O)(=O)Nc1ccc(C(=O)NCc2ccccn2)cc1	-4%	-25%	x	x
12	O=C(c1ccc(Cl)c(S(=O)(=O)Nc2ccc(F)cc2)c1)N1CCN(c2ccccn2)CC1	-2%	-38%	-9	8
13	CCOc1ncccc1C(=O)N1CCN(C(c2ccccc2)c2ccccc2)CC1	6%	33%[11.4 µM]	-11	8
14	O=C(O)/C=C1\NC(=O)c2ccccc21	u	-12%	-10	-1
15	C/C(=N\N=C1\NC(=O)C(CC(=O)Nc2ccc(C)c(Cl)c2)S1)C(C)C (centres undefined)	0%	91%[activator]	3	-1
16	S=C(Nc1ccccc1)N1CCN(C/C=C/c2ccccc2)CC1	-16%	64%[activator]	-4	-2
17	CC(SC1=NCCN1S(=O)(=O)c1ccccc1)c1ccccc1 (centres undefined)	-2%	-18%	-5	1
18	C=CCN(C(=O)CNC(=O)c1ccco1)C(C(=O)NC1CCCC1)c1ccc(OC)cc1 (centres undefined)	-2%	6%	-6	-1
19	Cc1ccc(C(=O)NC2CCc3ccccc3C2=O)cc1 (centres undefined)	-2%	-19%	65*	30*
20	Cc1ccc(S(=O)(=O)N(Cc2ccccc2)c2ccccc2C(=O)Nc2ccccc2C(=O)NCc2ccco2)cc1	-3%	-24%	55*	31*

cpd	Pf growth 96h	LmPK inhibitor	Pf growth 48h
11	-9%	x	u
12	u	2%	6%
13	u	0%	u
14	u	3%	-6%
15	18%	1%	u
16	5%	5%	-11%
17	13µM*	-4%	-23%
18	-2%	0%	-6%
19	462%[activator]	-21%	x
20	u	-1%	10µM*

# The list goes on:
cpd	molecule	Tb PYK inh	AmpC no deterg	Shiga inhibitor	Cycloheximide cs
21	O=c1[nH]c(N2CCc3ccccc3C2)nc2c1CCC2	x	-12%	18	6
22	Cc1nn(C)c(Cl)c1CN1CCC(CO)(CCOc2ccccc2)CC1	4%	55%	-13	-1
23	CCOC(=O)c1cccnc1	-6%	x	x	x
24	O=C(NCCN1CCOCC1)/C(=C/c1ccco1)NC(=O)c1ccccc1	-5%	-3%	-3	0
25	COc1cc(C(=O)NC(C)c2cccc3ccccc23)cc(OC)c1OC (centres undefined)	-2%	168%[activator]	-12	-4
26	COc1cc2c(cc1OC)CN(C(=O)Nc1ccccc1Cl)CC2	-2%	-7%	-15	13
27	O=C(/C(=N\Nc1ccc(Br)cc1)Sc1nnnn1-c1ccccc1)c1ccccc1	-4%	u	-11	-1
28	Cc1n[nH]c(C)c1S(=O)(=O)N1CCC(C(=O)N2CCn3c2nc2ccccc23)CC1	3%	-5%	10	-2
29	CN1CCN(c2ccccc2NC(=S)NC(=O)c2cc3ccccc3o2)CC1	-6%	2%	-10	5
30	Cc1ccc2occ(-c3nn[nH]n3)c(=O)c2c1	-7%	-14%	-6	-4

cpd	Pf growth 96h	LmPK inhibitor	Pf growth 48h
21	20%	0%	7%
22	u	0%	13%
23	-15%	x	-3%
24	97%[activator]	1%	-6%
25	-13%	0%	u
26	22%	2%	-3%
27	5%	0%	11%
28	x	6%	8%
29	19%	-2%	u
30	13%	-9%	12%

# Other entries follow:
cpd	molecule	Tb PYK inh	AmpC no deterg	Shiga inhibitor	Cycloheximide cs
31	CCN(CC)c1ccc(CNCCc2ccc(F)cc2)cc1	1%	-37%	-15	-2
32	COc1ccc(C(=O)C2CCCN(S(=O)(=O)C(C)C)C2)c(C)c1 (centres undefined)	-5%	1%	-10	-4
33	O=C(O)Cc1nc2nc3c(c(=O)n2[nH]1)CCCC3	1%	-7%	9	-3
34	N#Cc1nc(Cc2cccc3ccccc23)oc1N1CCCCC1	7%	-1%	14	10
35	CCC(C)[C@H](NC(=O)N1CC(=O)Nc2ccccc21)C(=O)N1CCC[C@H]1C(=O)O (some centres undefined)	-1%	-30%	0	-2
36	Cc1nn(C)cc1C(C)NC(=O)c1cc(COc2cccc3cnccc23)on1 (centres undefined)	-2%	61%[activator]	-26	0
37	COc1ccc(C(=O)NC2CC(C)(C)Cc3c2cnn3-c2ccccc2)cc1OC (centres undefined)	12%	116%[activator]	-5	-1
38	COC(=O)c1[nH]c2ccc(Cl)cc2c1NC(=O)Oc1ccccc1	-5%	-9%	56*	40*
39	O=C(O)c1ccc2c(c1)-c1cc(C(=O)O)ccc1S2(=O)=O	4%	-5%	-6	9
40	O=C(O)C1CSCN1S(=O)(=O)c1cccc2nsnc12 (centres undefined)	1%	-4%	-10	0

cpd	Pf growth 96h	LmPK inhibitor	Pf growth 48h
31	-1%	2%	3%
32	32%[activator]	3%	0%
33	x	3%	15%
34	-27%[5.75 µM]	1%	u
35	u	-1%	36%[activator]
36	u	-2%	5%
37	u	-6%	-11%
38	275%[activator]	1%	133%[activator]
39	36%	-4%	45%[activator]
40	2%	3%	5%

# Later entries:
cpd	molecule	Tb PYK inh	AmpC no deterg	Shiga inhibitor	Cycloheximide cs
41	CCOc1ccc(CCNC(=O)CCCN2C(=O)c3ccccc3C2=O)cc1OCC	-4%	21%	-10	-3
42	COc1ccc(S(=O)(=O)Cc2ccc(C(=O)NC3CCCC3)o2)cc1	-2%	-3%	-11	-5
43	COc1ccc(N(CC(=O)NC2CCCC2)C(=O)Cn2nnc(-c3ccc(F)cc3)n2)cc1OC	-10%	20%	-21	-2
44	CC(C)(C)CC(C)(C)NC(=O)c1ccc2snnc2c1	6%	-20%	-14	-1
45	OCCC1CN(Cc2ccc3nsnc3c2)CCN1C1CCCCC1 (centres undefined)	-1%	-33%	10	-2
46	CC(Sc1nnc(C2CC2)n1C1CC1)C(=O)N(C)C1(C#N)CCCCC1 (centres undefined)	-5%	-12%	x	x
47	CC(NC(=O)C1(C)CC1(Br)Br)C(C)(C)C (centres undefined)	-1%	-2%	53	-1
48	O=C(CSc1nccc(=O)[nH]1)Nc1ccc(S(=O)(=O)N2CCOCC2)cc1	6%	-11%	-2	-3
49	O=C(NCc1ccccc1OC(F)(F)F)C1CCC(=O)N(Cc2cccc(F)c2)C1 (centres undefined)	-13%	98%[activator]	15	1
50	Cc1ccc2nc(NC(=O)c3ccc(S(=O)(=O)N4CCCc5ccccc54)cc3)sc2c1	4%&0%	-36%	-11	-1

cpd	Pf growth 96h	LmPK inhibitor	Pf growth 48h
41	3%	0%	-15%
42	u	7%	x
43	-17%	5%	u
44	-15%	9%	-23%
45	10µM*	5%	-14%
46	u	x	u
47	35%[activator]	4%	8%
48	2%	1%	41%[activator]
49	u	3%	0%
50	u	-1%	u

# Other entries follow:
cpd	molecule	Tb PYK inh	AmpC no deterg	Shiga inhibitor	Cycloheximide cs
51	Cc1cc(C)cc(N2C(=O)CC(Sc3ccccc3C(=O)O)C2=O)c1 (centres undefined)	-11%	-34%	-3	-2
52	Cc1ccnc(SCc2cc(=O)c(OC(=O)c3cc([N+](=O)[O-])ccc3Cl)co2)n1	6%	-13%	10	1
53	COc1ccc(OC)c(NC(=O)CN2C(=O)CSc3ccc(S(=O)(=O)N4CCCC4)cc32)c1	-11%	1%	-13	12
54	CCOC(=O)c1ccc(S(=O)(=O)NCC(C)(C)N2CCOCC2)cc1	-6%	-4%	-3	0
55	Cc1ccc(CN2CCN(C/C=C/c3ccc(F)cc3)CC2CCO)o1 (centres undefined)	1%	74%[activator]	23	5
56	CCC(C)(C)NC(=O)CCCSc1nc2ccccc2[nH]1	7%	-7%	15	13
57	CNC(=O)CSc1cnc2ccccc2n1	-7%	-32%	15	-2
58	Cc1ccc(C(=O)C[n+]2cccc(C(N)=O)c2)cc1	-1%	-3%	2	-1
59	S=C(N/N=C/c1ccccc1)N1CCOCC1	-17%	-17%	57*	40*
60	CO/N=C/c1ccc(N2CCN(C(=O)c3ccc(C)cc3)CC2)c([N+](=O)[O-])c1	-9%	63%[activator]	-9	-4

cpd	Pf growth 96h	LmPK inhibitor	Pf growth 48h
51	64%[activator]	-3%	50%[activator]
52	-25%	-1%	-6%
53	29%	1%	u
54	24%	-5%	7%
55	7%	0%	u
56	22%	11%	14%
57	-2%	2%	-6%
58	18%	3%	15%
59	u	-2%	-29%
60	1%	-2%	u

# Molecules shown so far that contain two or more sulfur atoms:
cpd	molecule	Tb PYK inh	AmpC no deterg	Shiga inhibitor	Cycloheximide cs
1	CCOc1ccc(NC(=O)CSc2nnc(N)s2)c([N+](=O)[O-])c1	-3%	-25%	18	21
7	CN1CCN(C(=O)CCN2C(=O)/C(=C/c3ccccc3Cl)SC2=S)CC1	-8%	105%[activator]	14	-1
17	CC(SC1=NCCN1S(=O)(=O)c1ccccc1)c1ccccc1 (centres undefined)	-2%	-18%	-5	1
40	O=C(O)C1CSCN1S(=O)(=O)c1cccc2nsnc12 (centres undefined)	1%	-4%	-10	0
48	O=C(CSc1nccc(=O)[nH]1)Nc1ccc(S(=O)(=O)N2CCOCC2)cc1	6%	-11%	-2	-3
50	Cc1ccc2nc(NC(=O)c3ccc(S(=O)(=O)N4CCCc5ccccc54)cc3)sc2c1	4%&0%	-36%	-11	-1
53	COc1ccc(OC)c(NC(=O)CN2C(=O)CSc3ccc(S(=O)(=O)N4CCCC4)cc32)c1	-11%	1%	-13	12

cpd	Pf growth 96h	LmPK inhibitor	Pf growth 48h
1	-28%	1%	6%
7	0%	-1%	-24%
17	13µM*	-4%	-23%
40	2%	3%	5%
48	2%	1%	41%[activator]
50	u	-1%	u
53	29%	1%	u
